# RAM inhibit: inhibitors of the yeast RAM network; AID 868; 190,000 tested, 1.8% active; S. cerevisiae dse1pr::URA3 reporter, 5-FOA growth OD615, 2 d; analog-sensitive cbk1-as2 kinase mutant strain; inhibition, % at 50 µM;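 active means inhibition above a set limit, 3 SD over mean compound inhibition, cut at about 8.4% in these data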;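 further: 0% = DMSO-only wells with no growth and 100% = 10 µM 1-NA-PP1 full growth; inhibition rescues growth on 5-FOA so higher OD means more RAM inhibition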
# PPARg SRC2 recr: agonists of SRC-2 recruitment by human PPARgamma; P37231; PPARgamma LBD-SRC-2 recruitment, biochemical; activation, % at 8 µM; 200,000 tested, 0.34% active; AID 1032; in the data active means activation above about 22%;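 further: 0% = vehicle and 100% = reference agonist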
# PPARg SRC-1 ag: PPARgamma-driven SRC-1 recruitment agonism; activation, % at 8 µM; PPARgamma-SRC-1 coactivator recruitment biochemical assay; AID 631; 200,000 tested, 0.41% active; in the data active means activation above about 19%;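 further: 0% = DMSO and 100% = reference agonist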
# PPARg SRC-3 ag: promotes SRC-3 coactivator recruitment by human PPARgamma. P37231. biochemical PPARgamma/SRC-3 coactivator recruitment assay. activation, % at 8 µM. 200,000 tested, 0.26% active; in the data active means activation above about 23%;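 further: 0% = DMSO and 100% = reference agonist; some compounds past the cut are filed as inactive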
# STAT3 act: activators of IL-6 induced STAT3 signaling. activation (% of control), % at 5.6 µM. 190,000 tested, 0.91% active. U3A cells, IL-6 STAT3-luciferase reporter, luminescence; 100% = signal with IL-6 EC80 alone;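 active means activation above the screen-wide mean of compound activation plus 3 SD, cut at about 130% in these data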;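 further: 0% = background luminescence of wells with medium and substrate only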
#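 Material: human STAT1-deficient U3A cells with stable STAT3-luciferase reporter / Probe or stimulus: IL-6 stimulus at 33 ng/mL final / Schedule: 1 h compound pre-exposure, 6 h IL-6 stimulation, 37 °C / Technique: luminescence / Read-out basis: percent of IL-6-only median luminescence / Control set: IL-6-only high control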
# STAT1 blocker: inhibitors of IFN-gamma induced STAT1 signaling. inhibition, % at 5.5 µM. 200,000 tested, 0.35% active. NIH 3T3 STAT1-luciferase reporter, luminescence;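 active means inhibition above a set limit, the mean inhibition across all tested compounds plus 3 SD, cut at about 34% in these data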;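 further: 0% = IFN-gamma with DMSO and 100% = IFN-gamma with 300 µM nifuroxazide; values of inactives mirror those of a sister screen read the other way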
# S1P3 antag: S1P3 (human) receptor antagonism | Q99500 | CHO S1P3 NFAT-BLA reporter, FRET fluorescence, antagonist mode | inhibition, % at 4.98 µM | 170,000 tested, 0.27% active | AID 485;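 active means inhibition above the plate cutoff, the mean inhibition of test wells on that plate plus 3 SD, cut at about 28% in these data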;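 further: cells challenged with S1P at its EC80 of 0.8 µM; blue over green emission ratio from cleaved BLA substrate after 4 h stimulation; 0% = S1P-stimulated wells and 100% = unstimulated DMSO-only wells; some compounds past the cut are filed as inactive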
# Target sequence (Q99500 whole entry, looked up): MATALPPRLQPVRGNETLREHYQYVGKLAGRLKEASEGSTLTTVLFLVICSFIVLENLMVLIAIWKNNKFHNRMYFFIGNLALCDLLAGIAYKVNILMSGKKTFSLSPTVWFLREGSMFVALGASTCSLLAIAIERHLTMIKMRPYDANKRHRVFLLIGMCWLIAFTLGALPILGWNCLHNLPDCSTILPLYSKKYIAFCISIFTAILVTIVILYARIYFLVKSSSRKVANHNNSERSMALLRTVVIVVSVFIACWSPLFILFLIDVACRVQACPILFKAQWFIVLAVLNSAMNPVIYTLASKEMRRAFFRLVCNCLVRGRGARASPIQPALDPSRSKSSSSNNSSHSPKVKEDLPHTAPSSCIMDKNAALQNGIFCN
# ROMK mod: modulates human ROMK potassium channel activity; P48048; Tet-inducible ROMK, thallium flux fluorescence; actives lie on both sides; B-score at 10 µM; 130,000 tested, 2% active; AID 1918;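 active means signal ratio slope over the read window, or its plate-corrected B-score, at least 3 SD from the plate mean, either direction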;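 further: B-score of the F/F0 ratio slope over 7 to 12 s after thallium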
# Target sequence (P48048 whole entry, looked up): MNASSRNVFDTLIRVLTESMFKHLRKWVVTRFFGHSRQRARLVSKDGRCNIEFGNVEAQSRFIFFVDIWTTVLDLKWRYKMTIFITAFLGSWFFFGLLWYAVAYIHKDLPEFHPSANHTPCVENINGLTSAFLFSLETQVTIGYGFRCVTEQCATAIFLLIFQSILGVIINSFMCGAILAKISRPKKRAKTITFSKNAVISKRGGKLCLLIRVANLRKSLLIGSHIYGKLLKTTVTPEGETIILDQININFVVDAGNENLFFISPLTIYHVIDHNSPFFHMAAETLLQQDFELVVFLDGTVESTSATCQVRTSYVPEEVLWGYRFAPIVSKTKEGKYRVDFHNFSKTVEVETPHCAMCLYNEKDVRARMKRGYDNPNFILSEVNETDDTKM
# STAT3 inh: STAT3 signaling inhibition; AID 862; inhibition, % at 5.5 µM; 190,000 tested, 0.89% active; U3A cells, IL-6 STAT3-luciferase reporter, luminescence; host cell line lacks STAT1;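 active means inhibition above the mean inhibition across all screened compounds plus 3 SD, cut at about 44% in these data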;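 further: 0% = DMSO only wells and 100% = 100 µM nifuroxazide control wells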
# TLR4-MyD88 BLA: TLR4-MyD88 interaction inhibition in cells; O00206+Q99836; HeLa CL3-4 TLR4/MyD88 BLA complementation, FRET ratio; inhibition, % at 8.4 µM; 200,000 tested, 0.18% active; AID 861; in the data active means inhibition above about 25%;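 further: 0% = vehicle and 100% = reference inhibitor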
# SRC2 TRFRET art: TR-FRET artefact, counter-screen to PPARgamma/SRC-2 agonist assay. stronger effect = higher value. TR-FRET ratio at 8 µM. 200,000 tested, 0.4% active; in the data active means TR-FRET ratio above about 2000; further: inactives centre near 1500
# Numbers without * were called inactive; · = no result given; & = joins results of further samples.
SMILES	RAM inhibit	PPARg SRC2 recr	PPARg SRC-1 ag	PPARg SRC-3 ag	STAT3 act	STAT1 blocker	S1P3 antag	ROMK mod	STAT3 inh	TLR4-MyD88 BLA	SRC2 TRFRET art
Cc1c(Cl)cnc(NC(=O)COC(=O)C(NC(=O)c2ccco2)C(C)C)c1Cl (stereo not drawn)	1.1	10	-1	-14	102	-5	-1	·	4	-7	1498
CCOC(=O)C1(CCc2ccccc2)CCN(C(=O)CN2CCOC2=O)CC1	0.6	3	5	1	96	2	-12	1.3	9	12	1593
CC(C)COC(=O)C(C)Nc1n[nH]c(=S)[nH]c1=O (stereo not drawn)	0.7	10	8	5	102	1	-9	0.77	4	-3	1786
CCc1nnc(NC(=O)CSc2nnc(CNc3ccc(Cl)cc3)o2)s1	-0.2	0	-4	1	90	-3	9	-0.64	15	2	1374
COC(=O)N/N=C\c1c(C)[nH]n(-c2ccccc2)c1=O	2.1	15	10	6	96	-2	-13	0.13	9	-1	1734
Cc1nn(-c2ccccc2)c(Cl)c1/C=C1\SC(=S)NC1=O	0.2	6	1	0	111	-1	·	-2.2	-16	10	1380
Cc1cccc(S(=O)(=O)C(C#N)c2nc3ccccc3nc2N2CCOCC2)c1 (stereo not drawn)	2.6	0	2	-4	95	2	-45	·	12	-5	1396
CN(C)C(=O)CSC1c2ccccc2C(=O)N1c1ccccc1 (stereo not drawn)	1.2	0	5	-12	94	-3	·	·	10	-8	1584
CN(C)C(=O)CSc1cccc2cccnc12	0.4	-11	-5	1	96	-5	22	·	4	-13	1468
Cc1[nH]n(-c2ccccc2)c(=O)c1CCOC(=O)c1ccc(C(F)(F)F)cc1	0.9	1	2	-3	104	-10	·	·	-2	6	1463
CCOC(=O)c1ccc(-n2c(CN3CCOCC3)nc3ccc([N+](=O)[O-])cc3c2=O)cc1	0.1	-7	-4	-7	84	6	-6	1.3	22	-8	1494
CC1(C)C2CCC(C2)C1(C)NC(=O)CN1CCOCC1 (stereo not drawn)	1.4	-12	2	-4	100	8	-6	0.82	2	7	1507
Cc1nn(Cc2ccc(F)cc2)c(C)c1NC(=O)CCCn1nc([N+](=O)[O-])cc1C	1.5	13	2	8	92	8	0	0.052	14	-22	1598
CCC1CC2CC(NC(C)=O)C1C2 (stereo not drawn)	0.8	8	-3	-6	107	6	·	·	-5	-3	1484
CC(C)CNC(=O)NC(=O)COC(=O)Cn1cnc2ccccc2c1=O	0.6	-1	3	0	105	-7	-17	0.22	-1	-12	1528
COC(=O)CN1C(=S)N(c2ccc(OC)cc2)C(=O)/C1=C/c1ccc(N2CCOCC2)cc1	3.9	6	-8	4	94	-1	-13	-1.9	16	0	1546
COc1ccc(CCNC(=O)C2CCN(S(=O)(=O)c3cccc4nsnc34)CC2)cc1OC	1.9	9	7	14	100	5	-3	·	5	-4	1630
CC(N=C1NS(=O)(=O)c2ccccc21)c1ccccc1 (stereo not drawn)	3.9	-5	-4	-5	93	-2	-1	-0.97	13	14	1568
Cc1cc(N)n(-c2ccc(S(N)(=O)=O)cc2[N+](=O)[O-])n1	1.5	3	3	0	100	-13	-15	-1.3	1	-9	1708
O=C1CCCC2=C1C(c1ccc(O)c(Br)c1)C1=C(CCCC1=O)N2c1ccccc1	1.3	-1	11	4	106	-5	-12	0.34	-2	2	1457
CN1CCN(CCCN2c3ccccc3Sc3ccc(C(F)(F)F)cc32)CC1	0.1	1&5	11&2	2&1	92	11	-20&-6	·	12	-4	1458&1560
CCC1(C)NC(=O)N(CC(=O)N2N=C(c3ccccc3)CC2c2ccc(OC)cc2)C1=O (stereo not drawn)	-0.4	3	8	6	99	-9	-9	·	-4	-14	1537
COc1ccccc1NS(=O)(=O)c1cccc(NC(=O)c2ccc3ccccc3n2)c1	5.4	7	6	6	103	4	3	·	-8	-12	1754
COC(=O)c1ccc(S(=O)(=O)N2CCCCC2)o1	1.4	-4	-1	-7	99	0	·	-0.35	1	-2	1338
COc1ccc(-c2nc(-c3ccccn3)ncc2S(C)(=O)=O)cc1	-0.3	4	6	-4	103	-6	-2	0.066	-2	5	1489
CC(C)c1ccc(NC(=O)CSc2nnc(-c3ccccn3)n2C)cc1	5.0	3	-5	2	100	-2	-8	-0.39	0	-17	1418
COc1ccc(/C=C2\CCC(C3CCCC3)C2=O)cc1Cn1cccn1 (stereo not drawn)	1.9	13	-2	3	99	0	2	-0.18	4	11	1590
CC1(C)N=C(C(=O)c2ccccc2)N(O)C1(C)O (stereo not drawn)	-1.1	-9	4	-1	98	6	0	-0.25	5	2	1485
CC(C)COc1ccc(S(=O)(=O)n2cc(F)c(=O)[nH]c2=O)cc1	3.1	2	0	-1	100	-4	3	-0.16	6	-12	1530
CN1CCN(C(=O)C2(NC(=O)Nc3ccccc3Cl)CCCCC2)CC1	-0.2	3	5	1	105	5	·	0.46	-5	5	1766
O=c1cc(C(F)(F)F)nc(-c2ccccc2)[nH]1	-0.3	9	1	8	102	-2	-22	·	0	-5	1701
N#CC(=C1Nc2ccccc2N1)S(=O)(=O)c1ccccc1	3.9	0	2	0	105	1	1	0.67	-1	-10	1365
CCOC(=O)c1ccc(NC(=O)CCc2ccc(CC)o2)cc1	3.1	-1	10	1	100	-15	17	·	10	-15	1590
Cc1ccc(CN(c2ccc(C(=O)N3CCOCC3)cc2)S(C)(=O)=O)cc1	-0.4	1	11	3	98	-9	-12	-0.045	7	7	1679
CC(C)[C@H](NC(=O)[C@H](CC(=O)O)NC(=O)[C@H](CCCCN)NC(=O)[C@@H](N)CCCN=C(N)N)C(=O)N[C@@H](Cc1ccc(O)cc1)C(=O)O	-0.6	5	5	1	109	-2	5	·	-8	-18	1570
COc1cc(NC(=O)c2cnn3c(C)cc(C)nc23)c(OC)cc1Cl	2.4	6	-3	-3	89	-5	-10	1.3	16	2	1419
Cc1cc(=O)oc2cc(OCC(=O)OCC(=O)N(CCC#N)c3ccccc3)ccc12	-0.5	4	7	3	94	-3	-8	-2.1	15	8	1581
CC(=O)c1nc2ccccc2n1CCc1ccccc1	-1.3	3	-1	1	90	6	-15	-0.4	15	-11	1471
Cc1ccc(O)c(C2=NOC(O)(C(F)(F)C(F)F)C2)c1 (stereo not drawn)	0.7	-6	10	-5	104	0	-35	-0.43	0	-8	1451
OCCOc1nnnn1-c1ccccc1	0.0	-8	-1	-5	100	-3	·	·	4	9	1526
COc1ccccc1CC(NC(C)=O)C(=O)NC1CCN(c2nnnn2-c2ccccc2)CC1 (stereo not drawn)	-0.1	11	2	16	99	1	2	-1.2	5	0	1632
Cc1ccc(C(=O)COC(=O)CCC(=O)Nc2ccccc2Cl)cc1[N+](=O)[O-]	1.3	-6	-9	0	93	8	0	0.28	8	4	1283
Cc1nn(C(=O)c2cccs2)c(N)c1-c1ccccc1	2.2	2	6	1	105	-65	-3	·	-6	2	1656
CC(C)NC(=O)c1ccc(N2CCOCC2)nc1	-0.3	15	-1	9	99	2	·	-0.44	6	-5	1671
COc1ccccc1-c1cc(C(=O)NCc2cccs2)no1	3.0	1	-3	1	88	-5	50	0.65	18	14	1382
CC1=CC(=C(C#N)C#N)C=C(C)N1CCC(C)C	1.3	6	4	2	102	-6	-2	-0.45	-3	-2	1452
COc1ccccc1S(=O)(=O)Cc1ccc(C(=O)NCCN2CCCC2)o1	-0.6	4	12	-1	99	-6	-20	·	11	7	1579
CN1CCN(c2ccc([N+](=O)[O-])cc2C(=O)Nc2ccccc2)CC1	2.5	-1	2	-5	104	-1	12	-0.92	0	9	1481
CCOC(=O)c1cnc(SCC(=O)Nc2sc(C)c(C)c2C#N)nc1N	3.0	-2	12	5	105	7	-19	·	0	3	1497
NC(=O)COC(=O)c1ccc2c(c1)S(=O)(=O)N=C1CCCCCN12	1.5	10	-1	1	102	-2	6	0.82	6	1	1527
Cc1cc(C)c(C(=O)N2CCCC(CNC(=O)C3(c4ccc(Cl)cc4)CC3)C2)c(=O)[nH]1 (stereo not drawn)	1.5	-7	-4	-5	106	-4	-9	-0.37	-2	-17	1556
CC(/C=C/c1ccccc1)=N\Nc1nc(-c2ccccc2)cs1	4.8	6	9	7	89	6	·	·	19	-5	1499
O=C(CSc1ccc(-c2ccccc2)nn1)N1CCCCC1	0.1	2	7	0	119	-18	-12	2.1	-14	15	1476
CC(C)Nc1nnc(SCC(=O)c2c(N)n(Cc3ccccc3)c(=O)n(C)c2=O)s1	4.1	-6	5	2	91	7	·	·	15	-1	1550
COCCNC(=O)c1c[nH]c2ccc(OC)cc2c1=O	-1.2	-7	1	-4	101	-15	-18	-0.34	3	15	1601
O=C(COc1ccccc1Cl)Nc1nc(-c2cccs2)cs1	4.7	1	9	1	85	-8	·	·	20	2	1508
O=C(Nc1nnc(SCc2ccccc2Cl)s1)C1COc2ccccc2O1 (stereo not drawn)	0.8	8	3	0	100	-5	·	·	8	5	1561
CCOC(=O)N1CCN(CC(=O)Nc2ccc([N+](=O)[O-])cc2C(=O)Nc2ccccc2F)CC1	2.5	4	2	8	99	1	-10	·	1	-4	1719
CC12CCC(C(=O)NCCN3CCCCC3)(CC1=O)C2(C)C (stereo not drawn)	0.5	10	3	-1	96	0	-14	·	8	-7	1455
Oc1c(Cl)cc(Cl)cc1C=Nc1ccc(Br)cc1	-0.3	3	6	-2	102	4	·	·	2	1	1583

# Additional compounds follow.
SMILES	RAM inhibit	PPARg SRC2 recr	PPARg SRC-1 ag	PPARg SRC-3 ag	STAT3 act	STAT1 blocker	S1P3 antag	ROMK mod	STAT3 inh	TLR4-MyD88 BLA	SRC2 TRFRET art
COc1ccc(-n2c(Cc3cccn3C)nnc2SCC(=O)Nc2ccccc2C)cc1	7.8	6	2	9	97	8	-21	·	12	-8	1641
COc1ccccc1N1CCN(C(=O)CN(c2cc(C)cc(C)c2)S(C)(=O)=O)CC1	-0.1	-11	-3	-5	104	-19	-3	·	7	-7	1391
COc1ccc2[nH]c3c(NCCN4CCCCC4)ncnc3c2c1	-0.3	-10	-8	3	94	13	-2	·	11	1	1325
Nc1ccc(-n2c(N)c(C(=O)NCc3ccc4c(c3)OCO4)c3nc4ccccc4nc32)cc1	·	0	-3	4	93	-15	0	0.32	12	3	1403

# No enrichment for hits; any-hit rate near 5.6%.
